UTI89 phage lysis – inhibition of K1F phage lysis, E. coli UTI89, bacterial capsule biogenesis inhibitors, alamar blue (AID 488966); E. coli UTI89 K1F phage lysis, alamar blue, 2 h; higher % means a stronger effect; inhibition, % at 100 µM, or IC50 in µM where a hit was titrated; 340,000 tested, 0.02% active;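 active = phage lysis inhibition, versus mean bacterial control, above a set limit; inconclusive = no clear call, values can overlap the other calls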;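 also: capsule biogenesis inhibitors block K1F phage lysis so surviving cells raise fluorescence; higher fluorescence means more inhibition of phage lysis; actives were called in the ten point dose series up to 300 µM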
Myeloid diff 2 – induction of myeloid progenitor differentiation, primary screen, cell-based, flow cytometry, MLPCN library. ER-HoxA9 myeloid progenitors, lysozyme-GFP differentiation. calls only at 10 µM. 360,000 tested, 1% active;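 active = normalized GFP-positive differentiation at or above the plate's own cutoff, the solvent-only control mean plus 3 SD; inconclusive = no clear call, values can overlap the other calls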;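 also: cells exposed to compound for four days before flow analysis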
PhoP inhibition – inhibitors of PhoP regulon expression, primary screen, Salmonella Typhimurium, GFP reporter (AID 1863); S. Typhimurium PhoP-regulated promoter GFP reporter, 4 h; higher % means a stronger effect; one-dose inhibition, % at 50 µM; IC50 in µM for titrated hits; 300,000 tested, 0.16% active;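 active = inhibition over 29.93%, a cutoff 3 SD above the screen mean, later confirmed by dose response; inconclusive = inhibition over 29.93% but no dose response follow-up; inactive = inhibition at most 29.93% or unconfirmed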;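 also: 0% = low Mg2+ inducing control and 100% = high Mg2+ repressing control; strong numbers were not always called active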
NTR1 ag – agonists of NTR1, primary screen, imaging, U2OS cells, beta-arrestin-GFP, high content (AID 493036); Neurotensin receptor type 1 (Homo sapiens), P30989; NTR1-U2OS beta-arrestin-GFP spot imaging, agonist mode; activation, % at 20 µM; 330,000 tested, 0.17% active;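 active = activation at or above 40% of the spot to cytoplasm intensity ratio, with at least 20 cells analyzed; inconclusive = wells under 20 cells, flagged as cytotoxic or low count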;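 also: 0% = DMSO without peptide and 100% = 100 nM NTR1 peptide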
Target sequence (P30989 whole entry, looked up): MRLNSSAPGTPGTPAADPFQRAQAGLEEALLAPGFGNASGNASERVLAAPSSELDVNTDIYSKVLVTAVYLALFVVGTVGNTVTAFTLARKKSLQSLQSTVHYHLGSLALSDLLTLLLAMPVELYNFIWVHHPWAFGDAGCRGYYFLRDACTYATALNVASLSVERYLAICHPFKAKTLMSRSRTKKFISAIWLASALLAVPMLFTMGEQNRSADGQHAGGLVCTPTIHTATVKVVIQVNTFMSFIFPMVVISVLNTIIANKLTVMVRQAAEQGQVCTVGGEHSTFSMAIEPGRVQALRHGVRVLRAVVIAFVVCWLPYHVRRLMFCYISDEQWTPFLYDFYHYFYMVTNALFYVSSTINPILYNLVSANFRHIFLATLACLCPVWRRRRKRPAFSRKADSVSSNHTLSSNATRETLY
TNAP activation fold – human TNAP enzyme activators, primary screen, biochemical, luminescent, no phosphate acceptor, uHTS (AID 1001) | one-dose activation fold at 20 µM; EC50 in µM for titrated hits | 200,000 tested, 0.03% active | purified TNAP, luminescent activation assay, no phosphate acceptor; higher activation fold means a stronger effect | Alkaline phosphatase, tissue-nonspecific isozyme (Homo sapiens); in the data active = activation fold from about 3, or a potency from the dose series; inactive = the rest, 99 in 100 with activation fold below about 1.6; also: many of its hits are not listed in these tables
RSV antiviral HEp-2 – RSV antiviral activity via CPE protection, HEp-2 cells, primary 10 µM value included (AID 2391); HEp-2 cells, RSV-induced CPE inhibition; higher % means a stronger effect; CPE inhibition, % at 10 µM, or IC50 in µM where a hit was titrated; 310,000 tested, 0.13% active; in the data active = a potency from the dose series; inconclusive = CPE inhibition mostly from about 23% at the one dose, without a potency; inactive = the rest, 99 in 100 with CPE inhibition below about 21%; also: strong numbers were not always called active
T cell HTS – modulators of CD8 T cell-vesicle binding, primary screen, mouse 2C CD8+ T cells, flow cytometry; 2C CD8+ T cell-vesicle binding; hits give low values; calls only at 7 µM; 330,000 tested, 0.068% active; AID 2052, 2009;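 active = response, share of CD8 T cells binding vesicles, and their 90th percentile fluorescence all below set limits, cut at about 80% in these data, passing the limit was not always enough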
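Assay system: 2C TCR transgenic mouse naive CD8+ T cells, MACS-purified | Read-out: CD8+ gate FL2 mean fluorescence as % of same-row positive control | Signal: High-throughput flow cytometry with anti-B7-1 and anti-CD8 staining | Timing: Binding step 1.5 h, 37 °C, antibody labelling 20 min, ice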
SV40 large T antigen – SV40 large T antigen inhibitors, biochemical (AID 1903) | SV40 large T antigen ATPase/helicase inhibition assay; higher % means a stronger effect | 310,000 tested, 0.39% active | inhibition, % at 20 µM; hits with a dose series show IC50 in µM; in the data active = a potency from the dose series; inconclusive = inhibition mostly from about 32% at the one dose, without a potency; inactive = the rest, 99 in 100 with inhibition below about 32%; also: strong numbers were not always called active
MgcRacGAP inhibition – MgcRacGAP GTPase-activating activity inhibitors, confirmation, biochemical, ADP Hunter fluorescence | Rac GTPase-activating protein 1 (Homo sapiens) | MgcRacGAP-stimulated Rac1 GTP hydrolysis, ADP Hunter fluorescence; higher % means a stronger effect; GST-tagged Rac1 F28L mutant substrate | one-dose inhibition, % at 30 µM; IC50 in µM for titrated hits | 340,000 tested, 0.6% active | AID 624330, 2012;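 active = first-screen hits whose inhibition reached a set limit at any dose in the follow-up dose series; inconclusive = inhibition above the set first-screen limit but never retested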;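 also: fluorescence reports GDP produced by GAP-driven GTP hydrolysis; strong numbers were not always called active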
T cell HTS vesicle-bound % – second read-out of T cell HTS, no call of its own (marks repeat the call); double positive events, %; measured here: CD8+ vesicle-bound cell fraction;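 binding gate set so that unloaded-vesicle control wells show 10% double positive cells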
NTR1 ag cell count 20 µM – second read-out of NTR1 ag, no call of its own (marks repeat the call); cell count; measured here: cell count, cytotoxicity flag
Myeloid diff 2 GFP+ MAC1+ % – further read-out of Myeloid diff 2, marked with its call; GFP+ MAC1+ double positive, %; measured here: differentiation confirmed by MAC1 staining
Starred values were filed as active, the others as inactive; i = inactive; ? = inconclusive; . = not tested or not shown; + = active, no number; & = joins results of further samples; [ ] = another dose, or the depositor's remark.

SMILES	UTI89 phage lysis	Myeloid diff 2	Myeloid diff 2 GFP+ MAC1+ %	PhoP inhibition	NTR1 ag	NTR1 ag cell count 20 µM	TNAP activation fold	RSV antiviral HEp-2	T cell HTS	T cell HTS vesicle-bound %	SV40 large T antigen	MgcRacGAP inhibition
CCOC(=O)C(CC)Sc1ccc2nnc(CCNS(=O)(=O)c3ccccc3)n2n1 (centres undefined)	0.0%	i	0.4	-7.0%	1.1	47	1	1.6%	i	19.3	12.2%	9.3%
O=c1nc(Nc2ccc(OCc3ccccc3)cc2)sc2ncccc12	0.4%	+	10.7*	1.5%	4.4	49	1.2	43.1%	i	15.8	1.5%	13.7%
Cc1cccc(NC(=S)NC23CN4CN(CN(C4)C2)C3)c1	0.7%	i	0.4	17.4%	0.0	56	1.1	0.5%	i	51.7	6.6%	5.4%
C=CCC[C@@H](Cc1ccc(F)cc1)C(=O)OC[C@@H](NC(=O)[C@@H](CC=C)CC(=O)N[C@@H](CO)Cc1ccccc1)C(C)(C)C	0.1%	i	0.9	.	9.0	54	.	.	i	9.1	.	7.6%
O=C(Cc1ccccc1)Nc1nc(=O)c2ccccc2s1	-0.1%	i	1.0	-9.5%	3.0	54	1.1	0.6%	i	19.2	7.6%	4.9%
CCCCn1c(=O)nc2n(-c3ccc(C)cc3)c3ccccc3cc-2c1=O	0.1%	?	.	-7.3%	6.4	70	1.1	4.4%	i	0.0	0.9%	4.0%
COc1ccc(Cl)cc1N(CC(=O)NC(C(C)C)C(C)C)S(C)(=O)=O	0.1%	i	0.9	14.4%	1.9	60	1.1	2.4%	i	15.5	-0.2%	7.1%
Cc1ccc2nc(-c3ccc4c(c3)OCCO4)cc(C(=O)O)c2c1	0.6%	i	1.4	-6.2%	1.7	49	1.2	2.8%	i	47.6	3.0%	8.9%
CCSc1n[nH]c(=O)[nH]c1=O	0.0%	i	0.5	26.3%	1.3	78	1.1	0.3%	i	29.5	0.2%	1.8%
CCCC(=O)NC(C)c1nc2ccccc2n1C(C)C (centres undefined)	1.2%	i	1.6	-6.0%	1.4	64	1	0.6%	i	48.9	3.4%	2.2%
O=C(Nc1c(-c2ccccc2)nc2ccccn12)c1cccs1	1.6%[50 µM]	i	2.4	0.6%	2.7	55	1.1	1.1%	i	4.6	6.3%	0.3%
CCOC(=O)C1CCCN(c2cc(=O)n(-c3ccccc3Cl)c(=O)[nH]2)C1 (centres undefined)	-0.8%	i	2.1	-0.5%	-2.7	57	1.1	0.8%	i	0.0	25.8%	0.2%
CC(=O)Nc1ccc(NC(=O)CSc2nc3ccccc3nc2N2CCC(C)CC2)cc1	0.2%	i	2.1	17.5%	0.7	31	.	0.7%	i	17.6	-14.4%	-4.2%
CCOC(=O)C1=C(CNC(C)(C)CC(C)(C)C)NC(=O)NC1c1cccc([N+](=O)[O-])c1 (centres undefined)	0.4%	i	1.3	-2.5%	4.3	60	1	-0.7%	i	3.6	7.2%	7.7%
COc1ccc(CN(C)C(=O)C2CCN(C(=O)Nc3ccccc3)CC2)cc1OC	0.9%[50 µM]	i	0.3	.	-0.5	41	.	0.1%	i	40.4	.	1.6%
Cc1ccc(C(=O)N/C(=C/c2ccc(-c3ccc(Br)cc3)o2)C(=O)NC2CCS(=O)(=O)C2)cc1 (centres undefined)	1.5%	i	0.4	-1.3%	-0.7	90	1	3.5%	i	46.1	4.1%	6.1%
CCOc1ccc(NC(=O)C(C)SC(N)=O)cc1 (centres undefined)	-0.2%[50 µM]	i	6.2	-16.6%	0.8	51	0.9	1.7%	i	45.5	4.9%	3.5%
CN(C)c1ccc(/C=N/NC(=O)c2nnn(-c3nonc3N)c2CN(C)c2ccccc2)cc1	0.0%	i	1.3	2.3%	2.7	55	.	0.9%	i	37.3	0.2%	-37.1%
Cc1ccsc1/C=C/c1ccc2cccc(O)c2n1	0.2%	i	0.9	3.9%	6.6	80	1	6.9%	i	46.9	3.3%	8.0%
COc1ccc(Oc2ccc(N/C=C/C(=O)C(C)(C)C)cc2)cc1	0.0%	i	0.2	0.8%	3.1	74	1	0.5%	i	35.2	2.5%	1.0%
Cc1ccc(S(=O)(=O)N(C)C)cc1NC(=O)c1ccc2ccccc2n1	0.2%	i	0.5	10.9%	0.9	60	.	3.0%	i	26.9	14.9%	12.8%
COc1ccc(S(=O)(=O)Nc2ccc(N(C)C(C)=O)cc2)cc1	0.4%	i	1.1	-8.3%	0.4	74	1	1.8%	i	38.9	20.6%	5.0%
O=C1C(=O)N(Cc2ccccc2)C(c2cccc(O)c2)/C1=C(\O)c1ccc2c(c1)OCCO2 (centres undefined)	i	?	.	-3.0%	2.2	42	.	1.2%	i	19.2	12.5%	3.4%
COc1ccc(NS(=O)(=O)c2ccc(N3CCCC3)c(N)c2)cc1	0.5%	i	3.2	-1.8%	2.8	47	.	1.8%	i	20.9	32.0%	12.7%
CCN1CCc2c(OCc3ccc(C(=O)OC)o3)cccc2C1=O	0.4%	i	0.8	-0.3%	-0.1	45	1.1	2.8%	i	18.3	5.9%	1.9%
Other structures follow.
SMILES	UTI89 phage lysis	Myeloid diff 2	Myeloid diff 2 GFP+ MAC1+ %	PhoP inhibition	NTR1 ag	NTR1 ag cell count 20 µM	TNAP activation fold	RSV antiviral HEp-2	T cell HTS	T cell HTS vesicle-bound %	SV40 large T antigen	MgcRacGAP inhibition
COc1ccc(-c2cc(C(=O)N3CCN(c4ccccc4O)CC3)c3ccccc3n2)cc1OC	0.0%	i	1.4	-2.3%	9.2	52	.	5.7%	i	52.9	7.7%	6.1%
Cc1ccc(CN2CCC(n3nccc3NC(=O)C3CCOC3)CC2)cc1C (centres undefined)	0.6%[50 µM]	i	5.0	-4.2%	-0.7	74	.	0.2%	i	10.4	13.1%	2.5%
CCn1nnnc1NCc1ccc(OCc2ccc(F)cc2Cl)c(OC)c1	0.1%	i	0.4	4.1%	-0.5	49	1	2.8%	i	28.9	8.4%	7.1%
COc1ccc(/C=C/C(=O)NCCSCc2ccco2)cc1OC	0.4%	i	0.5	1.3%	-0.2	48	.	.	i	48.2	14.6%	8.2%
CC(=O)C[C@@H](O)CC(=O)[C@@H]1OC(=O)CC/C=C\Cc2ccccc21	-0.1%	i	0.8	.	-0.3	41	.	-0.2%	i	42.3	.	4.3%
COc1cc(CC(=O)Nc2nc(C)cs2)cc(OC)c1OC	0.2%	i	0.5	-7.5%	-0.6	58	1.1	9.6%	i	29.4	9.2%	5.0%
CCOc1ccc(OCC)c(-c2c(=O)n(OCc3ccccc3Br)c3ccccc3[n+]2[O-])c1	i	i	1.1	-2.3%	-1.0	50	1.1	5.5%	i	25.2	1.6%	8.6%
Cc1cc(-n2ccnc2)n2c(nc3ccccc32)c1C#N	4.8%	i	3.7	6.4%	-1.3	48	1.2	-0.8%	i	15.9	5.0%	4.6%
COc1ccc(N2CCN(C(=O)CCNS(=O)(=O)c3ccccc3)CC2)cc1	0.9%	i	0.4	-3.8%	-1.1	40	1.1	-0.7%	i	55.5	15.1%	16.9%
Cc1ccc(C(=O)CSc2nnc3c4ccccc4nc(Cc4ccccc4)n23)cc1	0.0%	i	0.6	-0.7%	2.5	91	1	6.6%	i	39.6	11.6%	-2.3%
Cc1cccc(OCC(=O)OC2CCN(C)CC2)c1	0.4%	i	0.6	2.6%	-0.8	45	1	1.9%	i	56.9	9.3%	-3.7%
Cc1cc(C)c(-c2noc(C(=O)OC(C)(C)C)c2C(=O)OC(C)(C)C)c(C)c1	0.5%	i	2.1	1.4%	3.3	58	1.1	-0.5%	i	20.2	6.1%	5.6%
Cc1nc2nc(-c3cccnc3)[nH]n2c(=O)c1C	0.2%	i	1.2	1.3%	0.6	40	1.1	-0.4%	i	51.7	3.0%	12.1%
CCSCCOC(=O)C1=C(C)NC2=C(C(=O)CCC2)C1c1coc2ccccc2c1=O (centres undefined)	0.0%	i	0.6	-1.2%	1.9	48	1.1	7.1%	i	59.1	9.4%	4.5%
C#CCO[C@@H]1C[C@H](n2ccc(NC(=O)c3ccccc3)nc2=O)O[C@@H]1CO	0.3%	i	1.4	6.2%	0.2	81	.	1.1%	i	20.0	18.5%	7.2%
CCOc1ccc(C(=O)NN2CCOCC2)cc1	-0.8%[50 µM]	i	0.0	-6.2%	-0.5	61	.	1.8%	i	5.7	0.9%	4.2%
COc1cccc(NC(=O)CN(C)C(C)C(=O)Nc2ccc(S(=O)(=O)N3CCOCC3)cc2)c1 (centres undefined)	0.0%	i	0.0	0.0%	2.0	54	.	0.8%	i	43.7	8.2%	-5.2%
COC(=O)c1ccc(NC(=O)CCN2CCCCC2)cc1	0.0%&0.2%	i	2.3&0.5	2.3%&9.1%	4.3&2.8	75&60	1&1.1	0.5%&-0.7%	i	41.5&18.2	0.6%&7.5%	9.7%&4.2%
Nc1cc[n+](CC(=O)c2ccccc2)cc1	0.1%	i	0.8	10.5%	1.7	54	.	12.1%	i	39.1	14.7%	9.1%
CC(C)(C)C(=O)[C@@H]1[C@@H]2C(=O)N(c3ccc4c(c3)OCCO4)C(=O)[C@@H]2C2c3ccccc3C=CN21 (some centres undefined)	-3.7%[50 µM]	i	0.4	-10.9%	3.1	57	1.1	2.5%	i	46.8	2.4%	-13.8%
Cc1ccc(S(=O)(=O)N2CCN(c3cnn(-c4ccccc4)c(=O)c3Cl)CC2)cc1	1.2%[50 µM]	i	0.7	-1.8%	-1.1	61	1.1	1.2%	i	17.4	0.9%	1.9%
NNc1nc(-c2ccccc2Cl)c2cc(Br)ccc2n1	0.3%	i	0.4	14.4%	1.5	72	.	-1.6%	i	61.1	15.0%	-0.3%
CCc1ccc(C(=O)CSc2nc3ccccc3c(=O)[nH]2)cc1	3.2%	i	1.3	-5.2%	0.8	91	0.9	21.7%	i	30.8	4.4%	1.2%
